Screening data: PubChem BioAssay, several laboratories
Hsp70 activator: switches on Hsp70 transcription; HeLa Hsp70 promoter luciferase reporter, luminescence; scaled: vehicle 0, proteasome-inhibitor control 100%; activation, % at 10 µM; 200,000 compounds, 0.04% hits;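 active = activation above the mean across all tested compounds plus 3 SD, cutoff set per campaign, cut at about 5.5% in these data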;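 note: 100% = MG132 at 30 µM as the positive control and 0% = DMSO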
HMGR II inh: blocks class II HMG-CoA reductase of Enterococcus faecalis | purified E. faecalis HMGR, NADPH absorbance 340 nm kinetic | inhibition, % at 10 µM | 190,000 compounds, 0.41% hits;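 active = inhibition above a set limit, the median over all tested compounds plus 3 SD, cut at about 9.5% in these data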;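 note: enzyme runs in reverse so mevalonate oxidation gives rising NADPH absorbance; 0% = complete reaction with DMSO and 100% = background rate lacking mevalonate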
STAT3 activator: increases IL-6 driven STAT3 reporter signal. 190,000 compounds, 0.91% hits. activation (% of control), % at 5.6 µM. AID 871. U3A cells, IL-6 STAT3-luciferase reporter, luminescence; 100% = signal with IL-6 EC80 alone;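 active = activation above the screen-wide mean of compound activation plus 3 SD, cut at about 130% in these data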;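 note: 0% = background luminescence of wells with medium and substrate only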
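Test system: STAT3-luciferase reporter U3A cells; Detection: reporter luminescence signal; Times: 1 h compound pre-exposure, 6 h IL-6 stimulation, 37 °C; Benchmarks: IL-6-only high control; Also added: IL-6 stimulus at 33 ng/mL final.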
NF-kB neuron act: raises NF-kB expression in human neuronal cells; NF-kB reporter expression; active compounds read high; fold change at 12.5 µM; 190,000 compounds, 1.6% hits; in the data active = fold change above about 3.3
STAT3 blocker: STAT3 signaling inhibition; U3A cells, IL-6 STAT3-luciferase reporter, luminescence; host cell line lacks STAT1; inhibition, % at 5.5 µM; 190,000 compounds, 0.89% hits;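 active = inhibition above the mean inhibition across all screened compounds plus 3 SD, cut at about 44% in these data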;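 note: 0% = DMSO only wells and 100% = 100 µM nifuroxazide control wells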
TLR4-MyD88 BLA: blocks binding of human TLR4 to MyD88. HeLa CL3-4 TLR4/MyD88 BLA complementation, FRET ratio. inhibition, % at 8.4 µM. 200,000 compounds, 0.18% hits; in the data active = inhibition above about 25%;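 note: 0% = vehicle and 100% = reference inhibitor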
Target sequence (O00206 whole entry, looked up): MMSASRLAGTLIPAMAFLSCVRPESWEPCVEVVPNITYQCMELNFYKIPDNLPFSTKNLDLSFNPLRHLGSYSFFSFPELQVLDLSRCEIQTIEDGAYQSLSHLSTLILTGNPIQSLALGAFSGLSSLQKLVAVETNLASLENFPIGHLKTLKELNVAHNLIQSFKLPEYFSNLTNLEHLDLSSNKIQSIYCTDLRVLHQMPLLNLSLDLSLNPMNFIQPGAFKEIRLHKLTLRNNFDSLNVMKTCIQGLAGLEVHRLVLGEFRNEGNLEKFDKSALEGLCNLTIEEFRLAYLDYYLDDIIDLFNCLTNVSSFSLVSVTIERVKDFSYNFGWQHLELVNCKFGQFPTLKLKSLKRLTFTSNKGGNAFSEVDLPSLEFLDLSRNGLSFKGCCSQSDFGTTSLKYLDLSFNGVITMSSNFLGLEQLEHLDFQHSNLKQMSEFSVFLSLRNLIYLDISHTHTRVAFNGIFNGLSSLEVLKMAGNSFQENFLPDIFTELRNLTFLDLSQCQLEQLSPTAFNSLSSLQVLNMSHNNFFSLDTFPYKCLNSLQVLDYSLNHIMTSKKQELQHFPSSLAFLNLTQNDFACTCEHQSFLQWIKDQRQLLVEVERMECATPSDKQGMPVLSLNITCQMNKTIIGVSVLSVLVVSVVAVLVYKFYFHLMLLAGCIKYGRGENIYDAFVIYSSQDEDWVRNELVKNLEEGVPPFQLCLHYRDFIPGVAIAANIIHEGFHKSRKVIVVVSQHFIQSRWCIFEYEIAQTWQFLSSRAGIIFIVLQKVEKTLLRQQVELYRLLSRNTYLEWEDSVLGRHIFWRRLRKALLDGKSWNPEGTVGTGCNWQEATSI
Target sequence (Q99836 whole entry, looked up): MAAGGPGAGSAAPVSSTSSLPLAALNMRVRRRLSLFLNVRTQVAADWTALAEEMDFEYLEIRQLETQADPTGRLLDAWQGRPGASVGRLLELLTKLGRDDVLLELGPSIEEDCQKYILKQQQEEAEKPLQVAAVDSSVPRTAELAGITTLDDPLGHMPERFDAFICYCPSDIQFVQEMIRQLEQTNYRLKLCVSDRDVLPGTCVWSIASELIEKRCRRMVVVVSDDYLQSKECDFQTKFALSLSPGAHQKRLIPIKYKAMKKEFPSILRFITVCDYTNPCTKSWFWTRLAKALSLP
Redox H2O2 prof: compounds producing H2O2 with reducing agent – biochemical, NIH compound library profiling, artefact control for MLSCN library redox annotation, primary screen; DTT-dependent redox cycling H2O2, phenol red/HRP absorbance; 100% = 100 µM peroxide control, 0% = buffer; activation, % at 10 µM; 200,000 compounds, 0.03% hits; AID 878;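 active = activation of at least 50% relative to the plate's high and low controls in the primary single-dose screen; inactive = activation below 50%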;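 note: compound incubated with DTT at 0.8 mM final as the reducing agent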
STAT1 blocker: inhibitors of IFN-gamma induced STAT1 signaling | inhibition, % at 5.5 µM | NIH 3T3 STAT1-luciferase reporter, luminescence | 200,000 compounds, 0.35% hits;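 active = inhibition above a set limit, the mean inhibition across all tested compounds plus 3 SD, cut at about 34% in these data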;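 note: 0% = IFN-gamma with DMSO and 100% = IFN-gamma with 300 µM nifuroxazide; values of inactives mirror those of a sister screen read the other way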
APP 5'UTR act: APP 5'UTR luciferase reporter activation | AID 1276 | activation, % at 2 µM | 190,000 compounds, 1% hits | SH-SY5Y APP 5'UTR luciferase reporter, luminescence; zero percent = DMSO vehicle wells;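 active = activation above a set limit, based on mean plus 3 SD of controls, cut at about 140% in these data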; note: values of inactives mirror those of a sister screen read the other way
STAT1 activator: activators of IFN-gamma induced STAT1 signaling; NIH 3T3 STAT1-luciferase reporter, luminescence; 100% = IFN-gamma alone, no compound; activation (% of control), % at 5.5 µM; 200,000 compounds, 2.6% hits; AID 932;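 active = activation above the screen-wide mean activation plus 3 SD, cut at about 130% in these data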;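 note: raw ratio to IFN-gamma control signal so 100% means no change and 0% no light; values of inactives mirror those of a sister screen read the other way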
* marks the source's active call; other numbers are inactive results; x = no result given.

SMILES	Hsp70 activator	HMGR II inh	STAT3 activator	NF-kB neuron act	STAT3 blocker	TLR4-MyD88 BLA	Redox H2O2 prof	STAT1 blocker	APP 5'UTR act	STAT1 activator
COc1ccc2cc(-c3[nH]ncc3CN3C[C@@H]4CCC[C@H]3C4)ccc2c1	-0.1	-1.4	106.0	1.39	-4.6	1.8	1.4	-13.1	64.7	110.3
Cc1ccc([N+](=O)[O-])c(OCCN2CCNCC2)c1	0.2	0.9	88.1	1.17	16.4	-7.0	-0.1	3.9	-3.7	96.5
CCOC(=O)C1=C(C)N(C)C(=O)NC1c1cc2c(cc1[N+](=O)[O-])OCO2 (stereo not drawn)	-0.3	4.3	100.7	1.16	0.8	-4.3	0.1	-5.5	5.3	104.1
CNC(=O)Nc1nnc(C(C)(C)C)s1	0.1	-2.7	105.1	1.02	-1.4	12.9	0.3	-1.7	5.3	101.6
O=C(Nc1nnc(-c2cccnc2)o1)c1cccc([N+](=O)[O-])c1	0.0	1.3	100.3	0.79	5.4	-20.5	0.8	-1.8	-6.4	99.7
COc1ccc(N2C(=O)CC(Nc3cccc(C(C)=O)c3)C2=O)cc1OC (stereo not drawn)	-0.2	-5.1	97.1	0.96	3.7	-2.8	-0.2	-3.7	1.0	103.4
COc1ccccc1NC(=O)/C(C#N)=C/c1c(C)nn(-c2ccc(F)cc2)c1Cl	0.2	-8.5	107.2	1.03	-13.5	-4.3	0.8	-1.8	7.2	101.7
COC(=O)c1c(C)nc(C)c2c(=O)oc3ccccc3c12	-0.3	-4.6	97.6	1.76	9.1	0.2	-0.8	-6.4	7.9	106.6
CC(c1nnc(SCn2nnc3ccccc3c2=O)n1-c1ccc(Cl)cc1)N(C)C (stereo not drawn)	-0.4	-11.5	100.2	1.1	6.1	-1.8	-0.8	-0.5	15.8	101.1
O=C(Nc1ccc2c(c1)OCO2)[C@@H]1[C@@H]2C(=O)N(C3CCCCC3)C(=O)[C@@H]2C2c3ccccc3C=CN21 (stereo partly drawn)	-0.3	-2.2	107.9	1.01	-6.3	-0.9	1.9	0.4	14.8	99.6

Overlap with the part before: 2 entries, followed by the next part.
SMILES	Hsp70 activator	HMGR II inh	STAT3 activator	NF-kB neuron act	STAT3 blocker	TLR4-MyD88 BLA	Redox H2O2 prof	STAT1 blocker	APP 5'UTR act	STAT1 activator
CC(c1nnc(SCn2nnc3ccccc3c2=O)n1-c1ccc(Cl)cc1)N(C)C (stereo not drawn)	-0.4	-11.5	100.2	1.1	6.1	-1.8	-0.8	-0.5	15.8	101.1
O=C(Nc1ccc2c(c1)OCO2)[C@@H]1[C@@H]2C(=O)N(C3CCCCC3)C(=O)[C@@H]2C2c3ccccc3C=CN21 (stereo partly drawn)	-0.3	-2.2	107.9	1.01	-6.3	-0.9	1.9	0.4	14.8	99.6
O=C(c1cnn2c(C(F)(F)F)cc(-c3ccccc3)nc12)N1CCCc2ccccc21	0.1	-9.1	108.9	0.78	-4.1	3.7	-0.4	-4.8	5.3	104.4
Cc1ccc(C(=O)NNC(=O)c2cc3cc4ccccc4nc3s2)cc1	-0.2	3.9	94.9	1.04	13.5	-7.7	-7.7	2.3	-1.4	98.0
COc1cc(N2CCCC2)c(OC)cc1/C=C(/C#N)c1ccc(Br)cc1	0.3	-3.6	87.4	1.3	20.0	-15.2	4.5	-2.0	-8.1	101.8
Cc1ccc(CN2CCN(Cc3cn[nH]c3C3CCCCC3)CC2CCO)cc1 (stereo not drawn)	-0.1	-1.7	106.7	0.88	-3.2	0.0	-1.0	-4.7	5.7	102.7
Cc1ccccc1Nc1nc(N)nc(CSc2ccc(F)cc2)n1	0.3	-2.5	100.8	6.03*	4.8	-6.3	-0.2	-65.1	167.6*	156.1*
CCN1CCN(C(=O)c2nn(-c3ccc(OC)cc3)c(=O)c3c2c2ccccc2n3C)CC1	-0.1	-2.5	110.0	1.06	-2.0	-1.7	0.2	-5.8	16.6	105.2
Cc1cc(N2CCN(c3ccccc3)CC2)nc(N)n1	0.1	1.0	86.4	1.19	19.4	10.8	0.9	-12.4	-10.5	117.5
Cc1ccccc1OCC(O)CN1CCCCC1 (stereo not drawn)	-0.1	-0.7	99.3	0.96	4.4	6.4	0.2	-0.6	18.8	99.4
Cc1[nH]n(-c2ccc(Cl)cc2)c(=O)c1C=NC12CN3CN(CN(C3)C1)C2	-0.2	4.5	112.2	1.12	-13.9	-13.5	-0.3	-4.7	x	104.2
CC(C)(C)N(CC#CCC(O)(c1ccccc1)C1CCCC1)CCO (stereo not drawn)	-0.2	-1.3	102.5	1.15	1.7	-14.3	-1.0	19.0	21.1	81.0

Structures listed so far with an aryl thioether with sulfur outside any ring:
SMILES	Hsp70 activator	HMGR II inh	STAT3 activator	NF-kB neuron act	STAT3 blocker	TLR4-MyD88 BLA	Redox H2O2 prof	STAT1 blocker	APP 5'UTR act	STAT1 activator
CC(c1nnc(SCn2nnc3ccccc3c2=O)n1-c1ccc(Cl)cc1)N(C)C (stereo not drawn)	-0.4	-11.5	100.2	1.1	6.1	-1.8	-0.8	-0.5	15.8	101.1
Cc1ccccc1Nc1nc(N)nc(CSc2ccc(F)cc2)n1	0.3	-2.5	100.8	6.03*	4.8	-6.3	-0.2	-65.1	167.6*	156.1*

Other results follow.
SMILES	Hsp70 activator	HMGR II inh	STAT3 activator	NF-kB neuron act	STAT3 blocker	TLR4-MyD88 BLA	Redox H2O2 prof	STAT1 blocker	APP 5'UTR act	STAT1 activator
Cc1nc(SCC(=O)NC(=O)NC(C)C)nc(C)c1C	0.0	2.3	101.2	1	3.2	4.5	-1.3	0.0	11.5	98.6
CN(C)c1nc(OCCOC(=O)COc2ccc(Cl)cc2Cl)nc(N(C)C)n1	0.0	-1.5	106.7	0.99	-3.7	2.4	-3.4	-9.2	-5.6	110.1
O=C(/C=C/c1ccccc1)/C=C/c1ccccc1	0.1	-9.4	105.6	2.98	-7.9	7.0	-0.1	3.9	-23.8	96.6
CC1(C)CC(=O)c2cnc(NC3CC3)nc2C1	-0.5	-2.0	106.5	1.13	-6.5	4.4	0.2	-5.9	4.0	104.1
CCn1cc([N+](=O)[O-])nc1C	-0.2	-3.5	91.8	1.13	7.8	-5.5	0.2	10.5	11.3	90.7
CC1CCN(c2ccc(C(=O)NCc3ccco3)cc2[N+](=O)[O-])CC1	-0.4	-3.8	98.8	1.32	3.7	-8.8	-0.2	-5.4	13.1	104.8
CC(C)CCNC(=O)C(c1ccco1)N(CC1CCCO1)C(=O)Cn1nnc2ccccc21 (stereo not drawn)	-0.4	-1.1	106.3	1.34	-1.0	-1.0	0.0	2.8	0.4	97.4
O=C(NCC(c1ccco1)N1CCN(c2ccccc2)CC1)OCc1ccccc1 (stereo not drawn)	-0.5	-7.9	98.7	1.1	1.0	11.6	-0.2	4.8	-1.8	95.7
Cc1cc(CN(C)Cc2ccc(OCC(O)CN(C)Cc3ccccc3)cc2)on1 (stereo not drawn)	0.1	-0.1	103.3	0.71	2.0	-20.9	0.6	14.3	-14.8	85.2
c1ccc(-c2oc3ncnc(N4CCOCC4)c3c2-c2ccccc2)cc1	-0.4	-4.6	107.2	1.02	-3.6	1.0	-1.6	-3.2	19.4	102.9
CS(=O)(=O)N(Cc1ccccc1)c1ccc(C(=O)Nc2cccnc2)cc1	0.1	-1.7	97.4	0.89	6.3	-1.4	0.0	-9.6	-19.2	100.5
COCCN1Cc2cccc(C(=O)Nc3cc(OC)ccc3OC)c2C1=O	-0.4	-4.8	100.7	0.85	3.5	-19.9	0.3	-6.6	-8.5	104.4
Cc1ccc(S(=O)(=O)N2CCN(C(=S)NCCc3ccccc3)CC2)cc1	-0.2	7.8	105.5	1.04	-5.3	-9.8	-0.3	-3.9	15.6	102.2
Cc1ccc(C)c(C(=O)COC(=O)c2cc(Cl)nc3ccccc23)c1	-0.2	-0.1	101.9	1.31	-4.9	-16.5	0.0	-7.7	3.5	106.9
N#Cc1sc2nc(N3CCCCC3)c3c(c2c1N)CCCC3	-0.1	-4.1	94.0	0.91	10.3	-10.3	1.1	-3.5	-9.4	104.2
O=C1NC2(Nc3ccccc31)C(=O)Nc1ccccc12 (stereo not drawn)	-0.1	-1.3	107.7	1.05	-7.3	-8.8	0.5	4.9	9.4	95.4
C=CCn1c(=O)c2ccccc2n2c(SCc3csc(-c4ccccc4)n3)nnc12	0.0	1.2	99.7	0.86	6.8	-1.3	0.7	-2.8	15.2	101.5
COc1cc(C2NC(=O)C(C#N)=C(S)N2c2ccccc2)ccc1OC(C)C (stereo not drawn)	-0.6	-4.2	107.6	0.83	-5.2	5.7	0.2	-2.4	-3.1	106.6
CC1CCCC(NC(=O)COC(=O)c2ccccc2Sc2ccccc2C#N)C1C (stereo not drawn)	-0.1	-1.2	105.5	1.07	-5.2	-7.9	-0.3	-8.9	3.9	107.7
CCOC(=O)C1=C2NC(=O)c3ccccc3N2C(=O)C1	0.3	-5.8	92.9	1.17	12.8	-3.6	-0.2	8.5	-5.7	91.9
Cc1cccc(N2CCN(C(=O)Cc3ccc(Br)cc3)CC2)c1C	-0.3	-4.8	99.7	0.61	-1.2	-9.4	0.0	-4.6	44.0	104.2
Cc1cccc(COc2ncnc3nc[nH]c23)c1	0.2	-0.8	105.8	1.05	-6.8	1.7	-0.1	0.7	3.3	99.4
COc1ccc(C(=O)Nc2cccc(-c3nc4ncccc4o3)c2C)cc1OC	-0.2	-3.7	90.5	0.93	15.7	-10.1	3.2	1.1	-0.3	99.0
Cc1ccccc1NC(=O)CCN1CCCCCC1	-0.5	x	100.2	x	7.0	-5.4	-1.5	-4.7	13.9	104.2
CC(C)Oc1cccc(C(=O)NC(=S)Nc2ccc(Cl)c(C(=O)O)c2)c1	-0.1	-4.7	102.1	1.2	-2.3	16.2	5.7	-8.8	8.8	108.0
CC1=C(C(=O)OCC2CCCO2)C(c2ccccc2)C2=C(CCCC2=O)N1 (stereo not drawn)	-0.3	1.1	103.0	1.07	3.0	3.4	-0.2	-6.1	5.2	103.6
O=C(CC12CC3CC(CC(C3)C1)C2)NCC(c1ccc(F)cc1)N1CCOCC1 (stereo not drawn)	-0.2	-0.8	105.3	1.19	1.6	-7.2	0.6	11.6	1.0	88.9
O=C(c1ccco1)n1nc(-c2cccnc2)nc1NCc1ccco1	0.1	-7.2	110.1	1.17	-11.2	-0.1	0.2	-5.6	27.4	104.2
CCN(CC)S(=O)(=O)c1cccc(NC(=O)CSc2nnc(N)s2)c1	-0.3	4.4	102.5	1.05	-1.7	-14.8	0.1	1.6	3.2	97.2
O=C(Nc1cccc2ccccc12)N1CCc2ccccc2C1	-0.3	-2.1	97.1	1.11	4.5	4.8	0.5	-7.2	8.4	106.7
Cc1ccc(S(=O)(=O)NCCCCCC(=O)Nc2ccccc2C)cc1	-0.2	0.7	104.2	0.88	0.0	-0.6	0.0	2.1	-0.8	98.1
Cc1ccc(NC(=O)CCN2CCc3ccccc3C2)cc1	0.2	-3.8	104.5	1.19	-1.0	7.5	2.6	-0.7	-4.4	100.6
COCCNC(C(=O)Nc1cc(Cl)cc(Cl)c1)c1ccccc1 (stereo not drawn)	0.7	-3.1	105.5	0.87	-0.3	-14.0	0.3	9.7	3.4	91.1
